Compound activity deposited in PubChem BioAssay by several laboratories.
Rpn11 block = Rpn11 (human) deubiquitinase inhibition | O00487 | human 26S proteasome, Ub4-pepOG fluorescence polarization; 20S core pre-blocked with epoxomicin | calls only at 20 µM | hit rate 0.59% among 360,000;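 active = inhibition at 20 µM, scaled to each plate's controls, above about 33%, limit read from the data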
Target sequence (O00487 whole entry, looked up): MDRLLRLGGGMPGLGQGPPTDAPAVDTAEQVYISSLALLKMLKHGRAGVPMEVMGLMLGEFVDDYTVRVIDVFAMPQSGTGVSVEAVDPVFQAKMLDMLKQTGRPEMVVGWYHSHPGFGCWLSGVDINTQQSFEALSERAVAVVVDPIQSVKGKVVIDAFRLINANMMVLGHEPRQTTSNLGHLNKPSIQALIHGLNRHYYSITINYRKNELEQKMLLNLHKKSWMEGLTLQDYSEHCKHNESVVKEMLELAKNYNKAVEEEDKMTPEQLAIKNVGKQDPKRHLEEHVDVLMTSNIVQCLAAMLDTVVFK
Scp1 inh = inhibitors of human Scp-1 phosphatase | Recombinant Scp1, phosphopeptide, malachite green phosphate absorbance | hit rate 0.88% among 340,000 | inhibition, % at 20 µM;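 active = inhibition above about 50% at 20 µM, limit read from the data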;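 note: plate controls were DMSO wells with enzyme for no effect and wells lacking enzyme for full effect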
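Material: truncated SCP-1 phosphatase (76-261aa) / Buffer or medium: 50 mM Tris acetate pH 5.5, 0.005% Tween-20, 10 mM MgCl2 / Compound dosing: one concentration, 20 µM, with 1.0% DMSO / Incubation: 45 min room-temperature reaction, 5 min colour, 30 min stabiliser / Detection: colorimetric free-phosphate detection, absorbance 630 nm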
SUMO1 PPI mod = SUMO1-SIM interaction modulation; SUMO1 binding to a labelled peptide, TR-FRET, 1 h; hit rate 0.33% among 360,000; P63165; AID 602429; inhibition, % at 20 µM; in the data active = inhibition above about 37%
STEP inh = blocks human striatal-enriched tyrosine phosphatase; P54829; recombinant STEP, OMFP fluorogenic substrate, fluorescence; inhibition, % at 20 µM; hit rate 0.25% among 360,000; AID 588621;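 active = inhibition at 20 µM, scaled per plate between control wells, above about 37%, limit read from the data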;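 note: 0% = DMSO with enzyme and substrate and 100% = substrate only without enzyme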
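Assay system: isolated STEP enzyme / Timing: 20 min at room temperature, dark / Doses: 20 µM, 1% DMSO / Technique: fluorescence intensity, excitation 480 nm, emission 540 nm / Reagent: fluorogenic phosphatase substrate OMFP at 25 µM final / Measure: percent inhibition scaled to no-enzyme and uninhibited-enzyme controls, plate-pattern corrected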
LMPTP inh = blocks human LMPTP phosphatase; P24666; inhibition, % at 20 µM; recombinant LMPTP-A, OMFP fluorogenic substrate, fluorescence intensity; hit rate 0.22% among 360,000;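 active = compounds that cut the enzyme signal by at least half of the control window in the single-dose screen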;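 note: plate controls were DMSO wells with enzyme plus substrate for no effect and substrate without enzyme for full effect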
Target sequence (P24666 whole entry, looked up): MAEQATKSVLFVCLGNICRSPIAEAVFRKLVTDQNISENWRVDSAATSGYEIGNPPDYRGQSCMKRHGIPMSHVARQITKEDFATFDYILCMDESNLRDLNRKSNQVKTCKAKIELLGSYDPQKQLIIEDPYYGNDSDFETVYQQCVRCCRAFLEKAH
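Buffer or medium: Bis-Tris pH 6.0, DTT, detergent; Assay system: LMPTP-A enzyme; Quantity: 0.625 nM enzyme; Detection: endpoint fluorescence intensity; Times: 50 min dark incubation at room temperature; Controls: substrate-only low control, DMSO enzyme-plus-substrate high control; Doses: single 20 µM dose; Read-out: percent inhibition versus substrate-only and uninhibited controls; Reagent: 400 µM OMFP.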
NadD block = inhibitors of Staphylococcus aureus NadD | AID 602399 | purified NadD enzyme, colorimetric absorbance read-out | hit rate 0.78% among 360,000 | inhibition, % at 20 µM; in the data active = inhibition above about 26%; note: some compounds past the cut are filed as inactive
TbMetRS inhib = blocks T. brucei methionyl-tRNA synthetase activity; purified T. brucei MetRS, ATP depletion, Kinase-Glo luminescence; inhibition, % at 11.9 µM; hit rate 0.4% among 360,000;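 active = inhibition above a per-plate cutoff of the control wells' mean inhibition plus 3 SD, cut at about 5.5% in these data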;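 note: 0% = DMSO wells median and 100% = median of wells with control inhibitor compound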
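technique = Kinase-Glo luminescence, ATP depletion format | system = purified MetRS (methionyl-tRNA synthetase) enzyme from Trypanosoma brucei | timing = 15 min preincubation, 2 h reaction, all 25 °C | evaluation = percent inhibition versus plate control medians | dosing = single dose, 11.9 µM final nominal, 0.9% final DMSO | also added = substrates ATP, L-methionine and bulk Escherichia coli tRNA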
CSN deneddyl inh = CSN deneddylation inhibition | Q92905 | Purified CSN, SCF-Nedd8-OG deneddylation, fluorescence polarization | inhibition, % at 12.5 µM | hit rate 0.38% among 360,000;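 active = pattern-corrected inhibition above about 35%, with an unprinted fluorescence ratio check between 0.5 and 1.5, limit read from the data, passing the limit was not always enough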;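 note: 0% = enzyme with substrate and 100% = substrate without enzyme; some results filed as inactive read as strong as hits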
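Test system: Human Csn5 produced in HEK293T cells | Compound: 12.5 µM single point | Times: 90 min, room temperature | Signal: Fluorescence polarization readout | Read-out basis: % inhibition of substrate cleavage by Csn5 | Controls: no-enzyme wells high, enzyme-with-substrate wells low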
DNMT1 inh = DNMT1 (human) enzyme inhibition; P26358; hit rate 0.83% among 360,000; DNMT1 molecular beacon, Hinp1I cleavage, fluorescence; inhibition (reported as % activation of signal), % at 10 µM; in the data active = inhibition above about 50%
MLLE-PAM2 inh = blocks PAM2 peptide binding to the PABP1 MLLE domain. GST-MLLE / FITC-PAM2 fluorescence polarization. inhibition, % at 20 µM. P11940. hit rate 0.36% among 360,000; in the data active = inhibition above about 35%, passing the limit was not always enough;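 note: plate controls were DMSO wells with GST-MLLE for no effect and wells lacking GST-MLLE protein for full effect; some results filed as inactive read as strong as hits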
Target sequence (P11940 whole entry, looked up, the tested form may be a part): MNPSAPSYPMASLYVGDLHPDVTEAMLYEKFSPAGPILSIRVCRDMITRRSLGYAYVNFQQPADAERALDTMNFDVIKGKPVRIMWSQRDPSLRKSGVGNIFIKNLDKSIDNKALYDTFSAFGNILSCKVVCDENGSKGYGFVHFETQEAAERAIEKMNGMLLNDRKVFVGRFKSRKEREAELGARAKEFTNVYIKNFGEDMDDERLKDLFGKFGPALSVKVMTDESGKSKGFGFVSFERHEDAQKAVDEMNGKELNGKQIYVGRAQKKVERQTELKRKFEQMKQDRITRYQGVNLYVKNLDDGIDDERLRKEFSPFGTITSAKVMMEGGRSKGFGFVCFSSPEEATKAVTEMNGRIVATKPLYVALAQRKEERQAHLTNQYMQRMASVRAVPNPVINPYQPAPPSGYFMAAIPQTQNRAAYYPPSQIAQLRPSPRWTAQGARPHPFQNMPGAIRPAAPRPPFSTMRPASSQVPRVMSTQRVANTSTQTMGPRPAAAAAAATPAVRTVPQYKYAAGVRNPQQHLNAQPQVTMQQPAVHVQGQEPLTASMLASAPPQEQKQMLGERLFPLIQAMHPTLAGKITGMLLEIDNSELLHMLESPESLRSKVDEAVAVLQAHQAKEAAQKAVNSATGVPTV
Numbers without * were called inactive; i = inactive; x = no result given.

SMILES	Rpn11 block	Scp1 inh	SUMO1 PPI mod	STEP inh	LMPTP inh	NadD block	TbMetRS inhib	CSN deneddyl inh	DNMT1 inh	MLLE-PAM2 inh
COc1ccc(NC(=O)CCC(=O)OCc2ccc(C(=O)Oc3ccc(Cl)cc3)cc2)cc1	i	-0.3	-0.1	-2.7	-1.9	2.7	-0.2	-4.0	19.1	-5.4
Cc1ccc(/C=C2/NC(=O)N(Cc3ccccc3F)C2=O)o1	i	-2.0	-3.9	-0.6	-1.3	8.5	-0.2	-8.0	4.2	17.2
O=C(C1c2ccccc2C(=O)N2CCc3ccccc3C12)N1CCN(Cc2ccccc2)CC1 (stereo not drawn)	i	11.2	-3.2	3.9	-0.2	-1.2	-0.7	0.0	6.6	9.9
CC(Sc1nc(N)cc(N)n1)C(=O)NCCC1=CCCCC1 (stereo not drawn)	i	-5.7	-3.6	0.4	-0.3	1.9	-0.1	-4.1	0.8	3.5
CCOC(=O)C1Cn2c(nc3c(c2=O)C(C)(CC)Cc2ccccc2-3)S1 (stereo not drawn)	i	-7.4	-3.9	3.3	0.9	-7.0	-0.9	4.2	-2.2	-9.7
Cc1cccc(C(=O)OCC(=O)N2CCc3ccccc3C2)c1O	i	-13.3	2.7	0.8	1.0	-4.8	0.3	-3.8	-6.1	8.5
O=C(OCC(=O)c1cccs1)c1ccccc1	i	-5.0	-9.8	-2.7	-1.2	-9.3	-0.4	-7.4	-1.9	-1.7
CN(C)N1C(N)=C(C#N)C(c2ccsc2)C2=C1CCCC2=O (stereo not drawn)	i	-8.3	2.3	2.9	-0.5	3.5	-0.1	1.2	-12.3	7.6
CCC(CC)NC(=O)COC(=O)CCC(=O)c1ccc(Cl)cc1	i	-6.5	-0.4	-1.9	-0.6	-0.8	0.1	4.3	0.1	-1.3
COc1ccc(CCNC(=O)CN(c2ccccc2)S(=O)(=O)c2ccccc2)cc1	i	x	1.5	-2.3	-1.3	-9.8	-0.2	5.0	4.5	8.7
O=C(CCl)Nc1ccccc1Sc1ccccc1	i	2.6	-0.5	1.7	-0.5	-5.8	-0.4	4.8	3.4	11.8
O=C(CSc1nc2c(cnn2-c2ccccc2)c(=O)[nH]1)N1CCCCC1	i	-10.6	19.2	-2.8	-0.9	-0.2	-1.4	4.2	7.8	15.5
O=C(CNC(=O)/C(=C\c1ccc(F)cc1)NC(=O)c1ccccc1)OCc1ccccc1	i	-7.9	-4.6	-2.2	0.0	3.4	0.1	3.2	-1.7	-7.1
CCOC(=O)N1CCN(C(=O)CN(c2ccc(Oc3ccccc3)cc2)S(C)(=O)=O)CC1	i	-10.5	1.8	-0.2	-0.4	1.1	-0.4	-1.2	0.2	-4.5
COc1ccc(NS(=O)(=O)c2cccc(C(=O)NN=C(C)c3ccco3)c2)cc1	i	-4.8	-2.7	2.8	-0.5	-1.0	-0.3	0.2	-14.1	-21.2
NC(=O)c1nnn(-c2ccccc2)c1N	i	4.5	-1.6	0.8	3.1	0.2	-0.9	-9.2	4.1	12.3
COc1ccc(CCNC(=O)CSc2nnc(CNc3ccc(Cl)cc3)o2)cc1OC	i	-8.0	1.1	-0.1	-0.9	-5.9	0.2	1.9	-0.1	-8.7
Cc1ccccc1OCC(=O)Nc1ccccc1C(=O)NC1CC1	i	-6.8	0.1	-0.5	1.4	-0.4	-0.7	3.2	-2.7	-8.5
CC(C)(C)c1ccc(S(=O)(=O)Nc2ccc(C(O)(C(F)(F)F)C(F)(F)F)cc2)cc1	i	x	2.9	-2.6	1.9	-6.0	0.3	-0.9	-33.6	1.1
CC1(C)Oc2ccc(NC(=O)C3COc4ccccc4O3)cc2O1 (stereo not drawn)	i	1.4	-0.5	-3.0	0.2	-2.4	0.2	3.7	-1.7	0.4
N#Cc1c(Nc2cccc(F)c2)sc2c(O)cc(=O)[nH]c12	x	-6.4	12.1	-2.2	13.0	5.0	0.1	34.5	-2.6	-83.9
CCOC(=O)C1(CCOc2ccccc2)CCN(Cc2cccc(F)c2)CC1	i	-5.1	2.1	-3.3	-1.5	-4.7	-0.9	-3.3	12.3	11.2
CC(OC(=O)C(C)Oc1ccccc1)C(=O)Nc1ccc(S(=O)(=O)N2CCCCC2)cc1 (stereo not drawn)	i	-7.5	5.1	0.0	-0.5	-11.7	-0.5	1.6	-8.6	-35.4
CN(C(=O)CSc1nnc(C(F)(F)F)n1N)C1CCS(=O)(=O)C1 (stereo not drawn)	i	-2.7	-2.9	0.8	-0.2	2.7	-0.2	-3.6	-0.2	9.1
O=C(C1CCCO1)N1CCN(C(c2ccccc2)c2ccccc2)CC1 (stereo not drawn)	i	-3.0	-2.7	-1.3	-3.5	2.3	-0.6	21.3	-2.1	5.6
COc1ccc(-c2nnc3c4ccccc4c(C)nn23)cc1	i	-1.2	22.0	3.7	2.1	6.8	-0.6	6.4	3.4	9.8
CCc1ccc(NC(=O)C(C)n2nc(C)c([N+](=O)[O-])c2C)cc1 (stereo not drawn)	i	-3.9	4.3	-1.4	-0.9	-4.9	-0.1	-6.7	2.5	4.1
COc1ccc(OCC(O)CNC(=O)Nc2ccc(C(C)(C)C)cc2)cc1 (stereo not drawn)	i	-7.8	-0.8	-1.1	1.3	-3.1	-0.7	-4.1	11.1	13.3
Cc1cnc(C(=O)Nc2nnc(C3CC3)s2)cn1	i	0.4	0.2	-1.2	-0.3	4.1	-1.0	-2.8	-0.1	-7.7
O=C(N/N=C/c1ccco1)c1ccncc1	i	-6.5	-6.9	-0.6	0.1	-4.2	-0.6	7.2	-4.4	-3.7

Three entries already listed, arranged by molecular weight, smallest number first.
SMILES	Rpn11 block	Scp1 inh	SUMO1 PPI mod	STEP inh	LMPTP inh	NadD block	TbMetRS inhib	CSN deneddyl inh	DNMT1 inh	MLLE-PAM2 inh
O=C(N/N=C/c1ccco1)c1ccncc1	i	-6.5	-6.9	-0.6	0.1	-4.2	-0.6	7.2	-4.4	-3.7
CC1(C)Oc2ccc(NC(=O)C3COc4ccccc4O3)cc2O1 (stereo not drawn)	i	1.4	-0.5	-3.0	0.2	-2.4	0.2	3.7	-1.7	0.4
CC(OC(=O)C(C)Oc1ccccc1)C(=O)Nc1ccc(S(=O)(=O)N2CCCCC2)cc1 (stereo not drawn)	i	-7.5	5.1	0.0	-0.5	-11.7	-0.5	1.6	-8.6	-35.4

Carrying on.
SMILES	Rpn11 block	Scp1 inh	SUMO1 PPI mod	STEP inh	LMPTP inh	NadD block	TbMetRS inhib	CSN deneddyl inh	DNMT1 inh	MLLE-PAM2 inh
Cn1nc(-c2ccccc2)c(-c2nc(-c3cccc(C(F)(F)F)c3)no2)c1Cl	i	-13.2	-2.9	3.2	4.3	-5.6	-0.3	-1.0	1.0	1.4
COc1cccc(NC(=S)NCc2ccccc2)c1	i	-4.7	5.3	-1.3	0.1	-5.0	0.5	-1.4	1.8	-17.8
Cc1ccc(-c2nnn(CC(=O)Nc3nnc(C(C)C)s3)n2)cc1	i	-5.3	-0.5	-0.5	-0.2	1.6	-0.7	-14.8	0.1	3.0
CCCNS(=O)(=O)c1cc2c3c(c1)C(C)C(=O)N3CCC2 (stereo not drawn)	i	-4.3	-2.3	0.5	-0.1	-3.7	-0.4	5.2	-2.1	4.9
O=C1c2ccc(Oc3ccc4c(c3)C(=O)N(CCCO)C4=O)cc2C(=O)N1CCCO	i	-9.6	-18.9	-7.9	-0.8	1.2	-0.6	-2.2	-1.3	-7.4
O=C(CNC(=O)c1cccs1)OCC(=O)c1ccccc1Cl	i	-7.4	-2.1	-2.0	-0.2	-1.7	-0.4	-1.7	-0.6	-4.8
CC(C)N(Cc1nccn1C)C(=O)c1ccc2oc(CCCc3ccccc3)nc2c1	i	-3.6	0.4	-1.3	-0.2	-2.5	-0.1	3.0	1.1	4.6
CCCCn1c(=N)n(CC(=O)c2ccc(Br)s2)c2ccccc21	i	-5.4	-18.9	-3.8	1.5	-5.6	3.5	2.7	1.6	5.2
C(=N\N1CCN(c2ccccc2)CC1)/c1ccccc1	i	2.0	-3.0	0.3	0.0	1.7	0.7	-4.7	1.8	9.1
COc1ccc(C(c2sc3nc(C)nn3c2O)N2CCC(C(N)=O)CC2)cc1OC (stereo not drawn)	i	-14.0	0.4	-2.1	-0.5	-3.8	0.1	-3.5	2.5	15.9
CCN(CC(=O)NC(C)C)Cc1nc2c(Br)cc(Br)cc2c(=O)[nH]1	i	-2.7	-19.2	0.8	-1.0	9.9	-0.3	5.0	-7.1	-25.7
CCCCCCCC1CC(CSc2ncn[nH]2)OC1=O (stereo not drawn)	i	-10.3	9.1	0.8	1.5	-2.3	0.8	53.9*	-2.2	-4.7
C=CCn1c(CCNC(=O)c2ccccc2F)nnc1SCC(=O)Nc1ccc(OC)cc1	i	-6.1	2.4	-0.6	-1.5	-10.4	-0.2	-5.1	-5.5	-10.1
COc1ccc2c(c1)cc1c(=O)n(CC(=O)NCCCOC(C)C)nc(C)n12	i	-4.0	-10.5	-1.6	-2.1	0.2	-0.5	4.6	1.7	7.2
CCC(C)(C)NC(=O)C(c1ccccc1F)N(C(=O)c1ccn[nH]1)c1ccccc1 (stereo not drawn)	i	18.0	4.1	-1.1	-0.2	-2.6	-0.4	-3.3	-1.0	-3.6
N/C(=N\OC(=O)CCC1CCCC1)c1ccc(Cl)cc1	i	1.1	3.1	1.8	1.3	-0.8	-0.5	-6.0	2.7	5.4
O=[N+]([O-])c1cc(Cl)c(Cl)c(Cl)c1Cl	i	11.7	-16.4	0.3	0.0	4.5	-0.5	-1.0	7.1	-8.0
Cn1nc(C(F)(F)F)c(C(=O)Nc2cccc(C(F)(F)F)c2)c1SCc1ccc(Cl)cc1	i	-10.7	0.6	-1.3	7.4	-0.8	0.1	-0.9	-17.1	-13.7
COc1ccc(Cl)cc1N1C(=O)C2CCCN2C1c1ccc(F)c(F)c1 (stereo not drawn)	i	-8.0	9.0	-2.9	-0.5	-1.7	0.1	-1.6	-1.9	7.5
O=C(c1ccco1)N1CCN(Cc2cc(=O)c(OCc3cccc(Cl)c3)co2)CC1	i	-4.8	5.4	10.0	-0.1	2.7	0.0	2.9	0.5	0.9
O=C(NCC1COc2ccccc2O1)c1ccc(NC(=O)c2ccco2)cc1 (stereo not drawn)	i	-4.3	3.7	3.5	0.2	-6.5	-1.0	-3.8	-3.3	5.2
CCC(=O)N/N=C/c1ccc(-c2ccc(Cl)cc2)o1	i	-6.1	-17.1	2.5	-0.4	-8.9	-0.8	0.1	9.4	-1.6
